# Screening data deposited in PubChem by several laboratories.
# MEKK2mut PB1 HTS = signal of MEK5 binding to mutant human MEKK2 PB1 domain; bead flow cytometry, Alexa488-MEK5 binding to MEKK2 mutant; percent response, % at 10 µM; 290,000 compounds, 0.35% hits; in the data active = percent response above about 24%, passing the limit was not always enough; note: inactives centre near 1; some results filed as inactive read as strong as hits; reference of the scale not given here
# HCV NS3 hel inh = blocks Hepatitis C virus NS3 helicase unwinding; 290,000 compounds, 0.56% hits; NS3 helicase DNA unwinding, Cy5 molecular beacon fluorescence; inhibition, % at 10.9 µM;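 active = inhibition above the mean of all tested compounds plus 3 SD, set per campaign, cut at about 35% in these data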;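 note: 0% = DMSO wells and 100% = thioflavine S control wells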
#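 Assay system – hepatitis C virus NS3 helicase domain fragment enzyme · Buffer or medium – MOPS pH 6.5, MgCl2, DTT, Tween20, BSA · Reagent – Cy5/quencher beacon DNA duplex and ATP to start · Compound – single 10.9 µM dose · Timing – 1 h at 25 °C · Technique – Cy5 beacon fluorescence read at start and 1 h · Measure – % inhibition of unwinding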
# NALP1 yeast inh = blocks the NALP1 inflammasome reconstituted in yeast | inhibition, % at 10 µM | AID 2071 | S. cerevisiae NALP1/ASC/caspase-1 growth, X-gal OD620, 72 h | 280,000 compounds, 0.61% hits; in the data active = inhibition mostly above about 24%, no sharp cut-off; inactive = mostly below about 32%; note: some compounds called inactive have numbers as strong as hits
# SUMO HTRF inh = blocks human SUMOylation mediated by UBC9 | P63279 | HTRF SUMOylation assay, SAE1/SAE2 + UBC9, in vitro | inhibition, % at 35 µM | 290,000 compounds, 0.36% hits | AID 2006; in the data active = inhibition above about 50%, passing the limit was not always enough; note: strong numbers were not always called active
# Target sequence (P63279 whole entry, looked up): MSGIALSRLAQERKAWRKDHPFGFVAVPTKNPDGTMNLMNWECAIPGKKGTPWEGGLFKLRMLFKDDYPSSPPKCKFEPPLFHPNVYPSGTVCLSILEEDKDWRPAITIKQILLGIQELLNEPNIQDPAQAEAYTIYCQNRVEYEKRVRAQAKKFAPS
# DNA FID counter = displaces DNA intercalator in HCV helicase counter-screen | DNA fluorescent intercalator displacement, fluorescence | inhibition, % at 7.9 µM | 290,000 compounds, 0.17% hits; in the data active = inhibition above about 37%;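 note: 0% = vehicle and 100% = reference compound; higher means more ethidium bromide displaced from hairpin DNA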
# VIM-2 inhibitor = blocks Pseudomonas aeruginosa VIM-2 metallo-beta-lactamase; purified VIM-2, nitrocefin hydrolysis, epi-absorbance fluorescence; inhibition, % at 5.6 µM; 290,000 compounds, 0.89% hits; AID 1527;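 active = inhibition above the mean of all tested compounds plus 3 SD, cutoff set per screening run, cut at about 7.5% in these data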;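 note: red hydrolysis product quenches plate fluorescence so inhibitors raise well fluorescence; 0% = enzyme with DMSO and 100% = DMSO without enzyme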
# PfM18AAP inh = PfM18AAP enzyme inhibition. AID 1822. inhibition, % at 7.35 µM. recombinant PfM18AAP, H-Glu-NHMec fluorogenic cleavage. 290,000 compounds, 1.2% hits;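 active = inhibition above the campaign mean inhibition over all tested compounds plus 3 SD, cut at about 28% in these data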;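 note: 0% = plate median of test compound wells and 100% = 2 mM ZnCl2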
# IMP-1 inhibitor = inhibitors of Pseudomonas aeruginosa IMP-1 metallo-beta-lactamase; purified IMP-1, nitrocefin hydrolysis, epi-absorbance fluorescence; inhibition, % at 5.6 µM; 290,000 compounds, 0.45% hits;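 active = inhibition above the mean plus 3 SD of all compounds in the same screening run, cut at about 4.5% in these data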;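 note: 0% = IMP-1 with DMSO and 100% = DMSO wells lacking enzyme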
#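 Material – recombinant IMP-1 enzyme, purified · Amount – IMP-1 0.2 nM before substrate addition · Medium – HEPES buffer pH 7.1 with ZnSO4 and Brij 35 · Timing – 25 °C, 15 min preincubation, 25 min reaction · Measured by – plate fluorescence quenching by hydrolysis product, ex 480/em 530 nm · Read-out – percent enzyme inhibition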
# MEKK2 WT-MEK5 = raises or lowers MEK5 binding to wildtype human MEKK2 PB1 domain; Q9Y2U5; bead flow cytometry, Alexa488-MEK5 binding to MEKK2 WT; actives lie on both sides; binding response (% of control), % at 10 µM; 290,000 compounds, 1.1% hits; AID 1531; in the data active = binding response below about 67% or above about 130%
# Active calls of the source: *; nt = no result given; [ ] = another dose, or the depositor's remark.
SMILES,MEKK2mut PB1 HTS,HCV NS3 hel inh,NALP1 yeast inh,SUMO HTRF inh,DNA FID counter,VIM-2 inhibitor,PfM18AAP inh,IMP-1 inhibitor,MEKK2 WT-MEK5
COc1ccccc1N1CCN(C(=O)CCCC2=NS(=O)(=O)c3ccccc3N2)CC1,nt,-7,29,-2,-9,-0.2,-4,-2.4,nt
CNC(=O)C(=O)NCC1OCCCN1S(=O)(=O)c1cccs1 (stereo not drawn),-1,0,30,-9,-2,-0.8,-3,-1.8,107
CN(C)CCNc1ccc(-c2n[nH]c(=O)c3ccccc23)cc1[N+](=O)[O-],1,2,18,0,8,79*,2,-4.0,102
COc1ccc(-n2nc(C(=O)NCC(=O)NCCCN3CCOCC3)c3ccccc3c2=O)cc1OC,4,6,1,13,-4,1.6,2,-2.6,104
O=C(N/N=C\c1ccco1)Nc1cccc(Cl)c1,-2,-1,40,14,-5,-6.4,5,-3.7,92
O=C(CN1C(=O)c2ccccc2C1=O)Nc1sc2c(c1C(=O)NCC1CCCO1)CCC2 (stereo not drawn),6,2,19,35,-6,-2.3,8,-4.4,104
Cc1ccc(-n2c(SCC(=O)N3CC(=O)Nc4ccccc43)nc3ccccc3c2=O)cc1,-2,11,38,10,-32,-0.1,3,-0.5,101
Cn1cccc1/C=N/NC(=O)CNc1ccc2ccccc2c1,28,8,0,3,-6,-2.3,6,-3.2,119
Cc1nc(S(=O)(=O)Nc2ccc3c(c2)OCCO3)cn1C,9,1,nt,-1,-4,-2.9,7,-2.3,110
O=C(NCc1ccco1)/C(=C\C=C\c1ccccc1)NC(=O)c1ccco1,6,13,28,21,-11,-0.2,-14,-2.7,104
COc1cc(-c2nc3cnccn3c2Nc2ccc3c(c2)OCCO3)ccc1O,4,3,26,-21,-6,-1.5,28,-3.2,103
CCc1ccc(OCC(=O)N/N=C(\C)c2ccc(O)cc2O)cc1,-1,-3,-17,2,-5,-4.6,7,-1.8,98

# Looked up by structure from above:
SMILES,MEKK2mut PB1 HTS,HCV NS3 hel inh,NALP1 yeast inh,SUMO HTRF inh,DNA FID counter,VIM-2 inhibitor,PfM18AAP inh,IMP-1 inhibitor,MEKK2 WT-MEK5
CCc1ccc(OCC(=O)N/N=C(\C)c2ccc(O)cc2O)cc1,-1,-3,-17,2,-5,-4.6,7,-1.8,98
O=C(NCc1ccco1)/C(=C\C=C\c1ccccc1)NC(=O)c1ccco1,6,13,28,21,-11,-0.2,-14,-2.7,104
Cn1cccc1/C=N/NC(=O)CNc1ccc2ccccc2c1,28,8,0,3,-6,-2.3,6,-3.2,119
Cc1ccc(-n2c(SCC(=O)N3CC(=O)Nc4ccccc43)nc3ccccc3c2=O)cc1,-2,11,38,10,-32,-0.1,3,-0.5,101

# Additional records:
SMILES,MEKK2mut PB1 HTS,HCV NS3 hel inh,NALP1 yeast inh,SUMO HTRF inh,DNA FID counter,VIM-2 inhibitor,PfM18AAP inh,IMP-1 inhibitor,MEKK2 WT-MEK5
COc1ccc2nccc(/C=C/c3ccnc4ccc(OC)cc34)c2c1,-15,-15,4,24,-22,0.7,1,-1.8,86
CC(=O)NC(=S)Nc1cccc(S(=O)(=O)NC2=NCCC2)c1,-1,-5,30,10,-2,-3.1,-4,-0.5,100
Cc1nc(SC(C)C)[nH]c(=O)c1Cc1ccccc1,-2,-5,-3,5,-11,-3.4,-6,-1.7,95
CCn1cc(C(=O)NCCCOC)c(=O)c2cc(S(=O)(=O)N(C)C3CCCCC3)ccc21,-1,-9,14,0,-24,-0.6,-3,-3.2,99
Clc1ccc(Nc2nc(-c3cccs3)cs2)nc1,8,-6,0,-3,2,-1.3,0,-1.6,99
CN(C(=O)c1ccc2c(=O)n3c(nc2c1)CCCCC3)c1ccccc1Cl,4,9,nt,-2,-33,-3.6,-4,-4.9,106
COCCNC(=O)COC(=O)c1[nH]c(C)c(C(C)=O)c1C,-5,8,27,10,0,-0.6,-2,-3.0,95
CC1(C)CC(=O)C2=C(C1)c1c(ccc3ccccc13)NC2c1ccc(Br)o1 (stereo not drawn),3,19,0,6,-11,4.1,-30,3.4,98
O=C(Cn1nc(C(F)(F)F)c2c1CCC2)N1CCN(c2ccccc2)CC1,-7,0,14,3,-21,1.6,4,0.2,94
CC(NCC(c1ccco1)N1CCCCC1)C(=O)NC1CCCC1 (stereo not drawn),7,14,6,-4,0,-4.7,-1,-3.3,108
COCc1c(Br)c(C)nc(OCC(=O)N/N=C/c2ccc(C)o2)c1C#N,6,11,-29,5,-13,-3.0,7,-3.4,103
COc1ccc(-c2nc(CS(=O)CC(=O)NCCCN3CCCC3)c(C)o2)cc1OC (stereo not drawn),0,-14,6,18,15,-0.4,10,1.3,94
Cc1cc(NS(=O)(=O)c2ccc(NC(=O)c3ccccc3C)cc2)no1,-5,10,-10,2,-7,0.8,-4,-1.1,98
COC(=O)[C@@H]1CCCN1Cc1c(C(=O)N2CCCCC2)nc2c(C)cccn12,-8,4,-5,5,-11,-2.3,-4,-1.4,92
COC(=O)CN1C(=O)[C@H]2[C@@H](c3ccc(C)o3)N3C(=O)CN(CCO)C(=O)[C@@]3(C)[C@H]2C1=O,4,9,15,2,-1,-0.2,3,-1.7,100
COCCN(Cc1cc2cccc(C)c2n2nnnc12)C(=O)C(F)(F)F,6,4,15,-5,8,-3.1,-11,-3.3,110
CCc1nnc(/N=C/c2c(O)n(-c3ccc(Cl)cn3)c(=O)c3ccccc23)s1,-5,11,31,15,-11,-0.3,2,-0.2,91
Cn1c(=O)c(C(=O)Nc2ncccn2)c(O)c2ccccc21,2,0,33,33,-4,1.3,-1,-2.0,95
COCCNC(=O)C(c1ccc(C)cc1)N(C(=O)CCC(=O)Nc1ccccn1)c1ccccc1C (stereo not drawn),-6,-5,14,-18,-34,-0.6,2,-2.2,96
COc1ccc(CNCCC(c2ccccc2)c2ccc(OC(C)C)cc2)cc1OC (stereo not drawn),22,-54,21,-28,19,-2.1,2,-1.4,151*
CCN(CCN(C)C)C(=O)Cn1ncc2c1-c1cc(C)ccc1OC2,1,-1,41*,8,8,-2.3,-8,-2.5,99
CCOC(=O)c1cc(S(=O)(=O)NC2CCN(C(=O)OCC)CC2)cn1C,3,0,-6,6,-20,0.5,-7,-2.5,101
Cc1ccc(O)c(Sc2cc(C)ccc2O)c1,0,-5,3,-9,-1,-3.9,3,-1.1,100
O=C(CCCCC(=O)Nc1ccc(F)cc1)Nc1ccc(F)cc1,5,-6,nt,8,0,-2.2,-5,-3.7,106
CC(C)CCNC(=O)C1CCCCN1S(=O)(=O)c1ccc(F)cc1 (stereo not drawn),2,3,9,-3,-13,-1.3,-1,-3.8,101
CCOC(=O)N1CCN(Cc2nc(N)nc(Nc3ccc(C)cc3C)n2)CC1,-9,18,0,16,-23,-5.7,-6,-2.6,89
COc1ccccc1/C=N/Nc1cc(C)nc2ccc(C)cc12,4,-6,22,8,-29,-2.7,-3,-2.7,108
CC(C)(C)NC(=O)/C(=C/c1ccco1)c1ccccc1,2,15,5,20,-25,1.3,-14,0.6,102
COc1ccc(/C=C2\CN(Cc3ccccc3)C/C(=C\c3ccc(OC)c(O)c3)C2=O)cc1O,3,-27,6,-1,-17,-2.9,45*,-1.2,100
CCC(=O)c1c(NC)cc(C)oc1=O,1,-7,22,15,-4,-0.7,-2,-0.9,104
CC(=O)CCC(=O)NC1CCCc2c1cnn2-c1ccc(C(C)(C)C)cc1 (stereo not drawn),5,17,-35,-10,-40,-2.4,3,-4.2,101
CCN(CC)S(=O)(=O)c1cccc(C(=O)Nc2nnc(C)s2)c1,-11,0,17,20,-13,-3.5,4,-5.1,91
O=C(NC1CCCN(Cc2ccc(Cl)cc2)C1)c1c(F)cccc1F (stereo not drawn),4,0,-1,-9,-6,-1.5,-2,-1.2,104
COc1ccc(/C=C2\C(=O)NC(=S)N2C(=O)c2ccc(F)cc2)cc1,11,21,17,49,1,-3.4,-4,-0.7,100
COc1ccccc1NC(=O)CSC(N)=O,0,8,11,16,-9,-3.0,-29,0.3,104
CC(=O)NS(=O)(=O)c1ccc(NC(=O)/C=C/c2ccccc2)cc1,-2,4,-2,9,-5,1.3,-10,1.1,99
CC(=O)Nc1nc(C(=O)Nc2c(C)n[nH]c2C)cs1,0,-11,16,-2,-3,-4.0,-1,-3.2,96
COc1ccc(C(=O)O)cc1S(=O)(=O)NCc1cccnc1,4,9,11,-7,2,-1.6,-2,-2.5,106
Cc1[nH]c2ccccc2c1/C=C/c1nc2ccccc2c(=O)[nH]1,10,-17,nt,21,9,-2.2,2,-1.9,86
CC(C)CC(=O)NNC(=O)C(C)C,4,1,30,-17,-11,-1.1,3,-3.2,107
COc1ccc(Cn2c(C3CC3)nc3ccc(NC(C)=O)cc3c2=O)cc1,5,-5,8,14,0,-2.3,-8,-4.3,109
COc1ccc(N(CC(=O)NCCSC2CCCCC2)S(=O)(=O)c2ccccc2)c(OC)c1,8,-9,-34,5,-48,0.0,1,-2.3,108
CCN(CC)S(=O)(=O)c1cccc(NC(=O)Nc2cccc(C(F)(F)F)c2)c1,20,-1,37*,-36,-5,-2.9,1,-4.2,219*
COc1cc(CN2CC(=O)N(c3cccc(Cl)c3C)C2=S)cc(OC)c1OC,0,-24,8,-21,-30,0.2,0,-0.8,100
Cc1ccc(S(=O)(=O)NC(C)C(=O)Nc2ccccc2C(=O)N2CCCC2)cc1 (stereo not drawn),0,-7,-19,-7,-19,-4.0,-4,-3.0,108
COC(=O)CCCCCCCCC(O)C[N+]1(C)CCOCC1 (stereo not drawn),-47,5,2,-6,4,-3.1,3,-0.8,27*[inhibitor]
O=C(Nc1ccccc1N1CCN(c2ccc(F)cc2)CC1)C12CC3CC(CC(C3)C1)C2,1,-4,-45,5,-1,-0.5,-10,-5.2,95
CCCCn1c(=O)c2c(nc3n2CCCN3Cc2ccccc2)n(C)c1=O,-5,17,10,1,-27,2.5,9,0.7,97
COC(=O)/C=C/C(=O)N1CCN(c2ccccc2C)CC1,-2,-2,23,-4,-7,-2.6,0,-1.6,100
CCC(=O)Nc1ccccc1Nc1cc(C#N)c(C#N)cc1[N+](=O)[O-],5,nt,2,14,nt,nt,nt,nt,113
CC(C)c1ccc(/C=N/NC(=O)c2ccccc2Cl)cc1,12,-1,-15,-25,-10,-2.0,5,-2.5,101
CCOC(=O)c1c(N)sc(C(=O)N2CCCCC2)c1C,1,-4,12,-14,-19,-2.8,2,-3.1,95
O=C(c1cccc(C(F)(F)F)c1)N1CCOC12CCN(c1ncc(C(F)(F)F)cc1Cl)CC2,6,2,14,-10,3,1.4,1,-3.3,113
O=C1C2(CCC13COC(c1ccc(O)cc1)OC3)COC(c1ccc(O)cc1)OC2 (stereo not drawn),8,1,1,16,-3,-0.5,-8,-2.7,105
CCSc1nnc(-c2ccc(C)cc2)c2ccccc12,-8,3,45,2,-17,1.2,-4,-0.2,92
Cc1onc(-c2c(Cl)cccc2Cl)c1C(=O)N/N=C(\N)COc1ccc(Cl)cc1,2,-1,6,4,-11,-7.4,6,-3.8,98
